High-throughput results (PubChem)
FN deposit inh: fibronectin deposition inhibition; inhibition, % at 12.6 µM; AH1F fibroblasts, Alexa488-fibronectin deposition fluorescence, overnight; hit rate 0.086% among 350,000; AID 743247;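 active = mean inhibition across replicates of 30% or more, regardless of how many single replicates reach that level; inconclusive = mean under 30% yet at least half of replicates reach 30%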;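 note: positive control wells lacked labelled fibronectin entirely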
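Material: AH1F fibroblast monolayer depositing Alexa488-labelled fibronectin into matrix | Input: 10000 AH1F cells/well | Medium: DMEM plus 2% serum, read in PBS | Reagent: Alexa488-fibronectin, 24 nM final in well | Compound dosing: One dose per compound, pinned | Schedule: 1 h adhesion, overnight exposure | Measured by: Fluorescence at 485 nm excitation, 525 nm emission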
PAX8 reporter: lowers PAX8-driven luciferase in RMG-I cells | RMG-I TPO-luciferase reporter, SteadyGlo, 24 h | inhibition, % at 12.6 µM | hit rate 1.2% among 360,000;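 active = mean replicate inhibition at least 60% with every replicate also reaching 60%; inconclusive = only one of the two criteria is met; inactive = mean below 60% and not all replicates reaching 60%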;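 note: luciferase light reporting Pax8 driven TPO promoter activity; plate controls were median of neutral control wells for no effect and mitoxantrone controls for full effect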
EWS-Fli inh: EWS/Fli transcriptional activity inhibition | hit rate 0.67% among 350,000 | AID 651661 | A673 NR0B1-luciferase reporter, viability-normalised | inhibition, % at 12.6 µM;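 active = mean inhibition of at least 50% after viability correction, with every replicate also passing that limit; inconclusive = mean reaches 50% but only one of two replicates passes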;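 note: firefly luciferase signal divided by Alamar Blue viability fluorescence both relative to DMSO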
LGR2 antag: inhibitors of bursicon-induced Drosophila LGR2 receptor cAMP signaling | hit rate 0.35% among 380,000 | inhibition, % at 9.99 µM | AID 720647 | HEK293 LGR2, CRE-luciferase, bursicon-stimulated, 4 h;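 active = drop in luminescence signal, shown as inhibition above about 50% in the replicate tests, limit read from the data, passing the limit was not always enough; inconclusive = probably only some replicates passing the limit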;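 note: agonist challenge used bursicon conditioned medium at about half maximal strength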
Cneo AK release: Cryptococcus neoformans lysis via adenylate kinase release; hit rate 0.2% among 360,000; lysis activity, % at 15 µM; AID 651654; C. neoformans lysis, adenylate kinase release luminescence, 4 h; normalised: neutral wells 0, clomiphene wells 100;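 active = mean lysis activity across replicates of at least 80%, whatever share of replicates individually reach that level; inactive = mean lysis activity below 80%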
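Schedule: static 4 h at 37 °C with compound, 1 h detection; system: C. neoformans cells; benchmarks: Clomiphene as positive control; buffer or medium: fresh YPD medium; measure: luminescence rise reflecting yeast cell lysis; measured by: luminescent adenylate kinase detection reagent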
PGC1a acetyl inh: PGC1a acetylation modulation, inhibitor mode | U2OS PGC1a acetylation, AlphaScreen anti-acetyl-lysine; with virally co-expressed GCN5 acetyltransferase | inhibition, % at 15.6 µM | hit rate 0.17% among 350,000 | AID 651687;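 active = every replicate shows inhibition of at least 40%; inconclusive = mean inhibition at least 40% but some replicate below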;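 note: 0% = neutral control wells and 100% = positive control wells; some results beyond the cut were filed as inactive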
Casp6 inh: inhibitors of human caspase-6; hit rate 0.53% among 350,000; P55212; AID 686996; purified caspase-6, Z-VEID-R110 cleavage fluorescence; inhibition, % at 12.5 µM;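 active = mean inhibition across replicates at least about 35%, with every replicate also reaching that limit, limit read from the data; inconclusive = only one of the two criteria met; inactive = neither criterion met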;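 note: 0% = median of neutral control wells and 100% = no fluorescence left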
Target sequence (P55212 24-179 limits assumed): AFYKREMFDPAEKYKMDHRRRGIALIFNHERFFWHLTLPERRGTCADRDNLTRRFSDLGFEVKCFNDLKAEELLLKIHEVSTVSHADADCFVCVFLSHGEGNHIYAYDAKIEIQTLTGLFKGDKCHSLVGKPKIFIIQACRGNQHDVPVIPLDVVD
Target sequence (P55212 194-293 limits assumed): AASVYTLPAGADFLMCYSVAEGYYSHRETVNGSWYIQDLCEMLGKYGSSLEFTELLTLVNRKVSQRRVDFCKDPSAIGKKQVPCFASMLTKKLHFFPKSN
miR-122 sensor: miR-122 inhibition in Huh7 cells | Huh7 miR-122 Renilla luciferase sensor, 48 h; neutral wells = 0, positive control = 100 | activation (reporter increase), % at 12.5 µM | hit rate 0.3% among 340,000 | AID 602342;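 active = mean replicate activation score at least 90 and every replicate individually at or above 90; inconclusive = only one of the two criteria met; inactive = neither criterion met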;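 note: higher luciferase means less miR-122 activity so hits act as miR-122 inhibitors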
An asterisk follows results filed as active; ? = inconclusive; . = no result given; & = joins results of further samples; [ ] = remark or other dose.

SMILES	FN deposit inh	PAX8 reporter	EWS-Fli inh	LGR2 antag	Cneo AK release	PGC1a acetyl inh	Casp6 inh	miR-122 sensor
CCOc1ccc(CCNC(=O)C2CC(=O)N(Cc3ccc(OC)cc3)C2)cc1OCC (centres undefined)	3	-3	10	5	12	-3	-8	1
CN1c2ccc(-c3cccc(C#N)c3)cc2[C@@H]2[C@@H](CCN2S(=O)(=O)c2ccccc2F)[C@H]1CO	22	7	4	7	-7	-7	1	13[16.7 µM]
CS(=O)(=O)Nc1ccc2c(c1)[C@@H]1C[C@H](CC(=O)NC3CCCC3)O[C@@H](CO)[C@@H]1O2	.	1	2	-9	-12	-5	1	-1[16.7 µM]
CCCCCCN1CCN(C2CN(Cc3cn(CCCC(=O)OC)nn3)S(=O)(=O)C2)CC1 (centres undefined)	4	-10	5	12	.	.	-2	.
CCOC(=O)c1c(C)[nH]c(C)c1C(=O)COC(=O)c1ccc([N+](=O)[O-])s1	-5	6	-3	0	-3	-6	7	.
O=C(NCCCN1CCOCC1)c1cccc(S(=O)(=O)N2CCN(c3ccccc3)CC2)c1	8	-5	5	-3	.	.	0	.
O=C(NNC(=O)C1CC1)c1cc(=O)[nH]c2ccccc12	12	-2	5	-33	0	-5	5	-10
FC(F)(F)c1cccc(NC(=S)N2CCN(c3ccccn3)CC2)c1	3	12	1	-21	.	.	3	.
Cc1cc(NC(=O)CSc2nnc(-c3ccncc3)n2-c2ccccc2)no1	-5	9	1	-10	.	.	-3	.
Cc1cc(=O)c2ccc(C(F)(F)F)cc2[nH]1	7	-12	6	-6	.	.	2	.
CCc1ccc(N2C(=O)CC(Cn3nc(C)cc3C)C2=O)cc1 (centres undefined)	-1	6	8	15	1	3	1	-4
O=C(C[C@H]1CC[C@H]2[C@@H](COC[C@@H](O)CN2C(=O)c2ccncc2)O1)NCc1ccc(-c2ccccc2)cc1	-4	2	-1	-11	-2	0	1	-4[16.7 µM]
O=C(N[C@H]1CC[C@@H](CCNC(=O)C2CCC2)O[C@@H]1CO)c1ccccn1	.	11	-5	-9	-1	5	1	.
Cc1nc2nc[nH]n2c(=O)c1CC(=O)O	.	.	.	-17	-2	2	2	-2
CC(c1n[nH]c(=S)n1-c1ccc(F)cc1)N1CCCCC1 (centres undefined)	-9	-4	7	6	8	-4	7	-8
CCOC(=O)C1CCCN(C(=S)Nc2ccc(Nc3ccccc3)cc2)C1 (centres undefined)	7	-98	8	11	-1	-16	0	-9
CCC(CC)c1nnc(NC(=O)CSCC(=O)Nc2cc(C)on2)s1	-4	7	-3	-7	3	.	3	.
C/C(CC(=O)N(C(C)C)C(C)C)=N\NC(=O)COc1ccc(Cl)cc1Cl	1	7	7	-6	.	.	-2	.
CCCC(=O)Nc1ccc2c(c1)OC[C@H](C)N(C(C)=O)C[C@@H](C)[C@@H](OC)CN(C)C2=O	1	-4	-6	-1	1	.	2	1[16.7 µM]
CCCCc1nc2cc(C(=O)N3CCCC(OCCC)C3)ccc2o1 (centres undefined)	2	-126	.	-77	-1	-6	0	0
Cc1c(NC(=O)c2cccc(NS(C)(=O)=O)c2)c(=O)n(-c2ccccc2)n1C	4	13	7	-3	5	3	2	8
COCCn1c(C)cc(/C=C2\NC(=S)N(C)C2=O)c1C	3	-29	-16	16	.	.	5	.
COC(=O)c1nn(-c2ccc3c(c2)CCN3C(C)=O)cc1O	4	.	.	.	3	5	.	2
O=C(N/N=C/C=C/c1ccccc1)c1cnccn1	-2	-10	.	.	-1	7	.	-1
N#Cc1cccc2cccc(S(=O)(=O)N3CCOCC3)c12	-13	2	-5	-15	0	.	1	.
Next part
SMILES	FN deposit inh	PAX8 reporter	EWS-Fli inh	LGR2 antag	Cneo AK release	PGC1a acetyl inh	Casp6 inh	miR-122 sensor
COc1cc([N+](=O)[O-])cc(/C=N/NC(=O)c2ccc(C)nc2)c1O	11	3	.	-12	.	3	.	.
O=C(Nc1ccc2c(c1)OCO2)N1CCN(c2ccccc2Cl)CC1	-3	.	.	-35	-6	-12	.	23
O=C(NC(=S)NC1CCS(=O)(=O)C1)c1cccs1 (centres undefined)	-2	29	-5	10	.	.	1	.
CCCCCC(=O)N1C[C@H](n2cc(COC(=O)c3ccccc3)nn2)[C@@H](O)C[C@@H]1c1ccc(OC)cc1	-9	12	-3	9	1	.	1	0
O=C1CC(c2ccccc2)=C(c2ccccc2)C1	1	7	6	5	0	-4	-1	.
CCCN1[C@@H]2c3ccc(C4=CCCC4)c(=O)n3C[C@@H]2[C@@H](CO)[C@@H]1C(=O)NCc1ccccn1	.	.	4	-8	-3	.	7	.
O=C(O)C1c2ccccc2C(=O)N(Cc2ccc(F)cc2)C1c1ccncc1 (centres undefined)	-5	17	0	5	-2	-5	-1	1
O=C(CSc1nnnn1-c1cccnc1)Nc1cccc(Cl)c1	-1	-3	-4	-12	-2	.	-2	-3
Cc1nc(CN(C)C(=O)c2cc(COc3ccc4ncccc4c3)on2)cs1	-2	22	4	6	.	.	-3	.
CC(C)(C)c1nnc(NS(=O)(=O)c2ccc([N+](=O)[O-])cc2)s1	-6	-14	2	-5	0	.	1	2
CCOc1ccc(NC(=O)CC2C(=O)N(c3ccc(OC)cc3)C(=O)N2Cc2ccc(OC)cc2)cc1 (centres undefined)	6	-16	-16	-22	2	1	4	-6
c1ccc(Cc2noc(CN3CCC(CN4CCOCC4)CC3)n2)cc1	.	-15	0	0	-2	.	1	9
COc1ccc(Cc2nnc(NC(=O)c3ccc(OC)c(OC)c3)s2)cc1	6	18	8	1	0	-7	2	15
CCc1c(C#N)c(N)nc(SCC(=O)OCc2ccccc2)c1C#N	1	.	.	.	8	1	.	-2
CCSc1nnc(NC(=O)C2CSC3(C)CCC(=O)N23)s1 (centres undefined)	5	10	-4	-17	-5	5	2	1
Cn1c(N)c(C(=O)COC(=O)COc2ccccc2Cl)c(=O)n(C)c1=O	2	-8	1	-12	.	4	5	-5
Cc1ccc(/C=N/N2CCOCC2)s1	12	-72	-11	0	.	6	0	.
O=C(C[C@H]1C[C@H]2c3cc(NC(=O)c4cccnc4)ccc3O[C@H]2[C@H](CO)O1)NCc1ccccc1F	-5	1	4	4	0	-6	-1	0[16.7 µM]
C[C@H](CO)N1C[C@H](C)[C@@H](CN(C)C(=O)Cc2ccccc2)OCCCC[C@H](C)Oc2ccc(NC(=O)NC3CCCCC3)cc2C1=O	-9	11&11	14&11	-11	1&-13	25&-1	3	-3
CCN1C(=O)/C(=C\N(C)C)c2ccccc21	2	-7	.	.	-4	-7	.	0
Cc1ccc(C(=O)Nc2cccc3[nH]c(C(F)(F)F)nc23)cc1	-1	9	13	-13	-1	2	-6	-4
O=C(O)c1c[nH]c2ccc(S(=O)(=O)N3CCN(c4ccc(F)cc4)CC3)cc2c1=O	.	.	7	12	-2	-2	30	0
Cn1nnnc1Sc1ncnc2scc(-c3ccc4c(c3)OCO4)c12	26	101*	7	?	27	-22	2	0
COc1ccc(NC(=O)Nc2ccc3c(c2)C(=O)N([C@@H](C)CO)C[C@@H](C)[C@@H](CN(C)Cc2ccc(C(F)(F)F)cc2)OCCCC[C@@H](C)O3)cc1	2	84*	-1	17	-1	-7	1	12[16.7 µM]
CCCN(C(=O)CSc1ccccc1C(=O)O)C1CCS(=O)(=O)C1 (centres undefined)	-5	6	4	0	-1	-4	-2	-2

Part of the list above in order of number of heavy atoms, smallest number first:
SMILES	FN deposit inh	PAX8 reporter	EWS-Fli inh	LGR2 antag	Cneo AK release	PGC1a acetyl inh	Casp6 inh	miR-122 sensor
Cn1nnnc1Sc1ncnc2scc(-c3ccc4c(c3)OCO4)c12	26	101*	7	?	27	-22	2	0
c1ccc(Cc2noc(CN3CCC(CN4CCOCC4)CC3)n2)cc1	.	-15	0	0	-2	.	1	9
CCCN1[C@@H]2c3ccc(C4=CCCC4)c(=O)n3C[C@@H]2[C@@H](CO)[C@@H]1C(=O)NCc1ccccn1	.	.	4	-8	-3	.	7	.

(more compounds)
SMILES	FN deposit inh	PAX8 reporter	EWS-Fli inh	LGR2 antag	Cneo AK release	PGC1a acetyl inh	Casp6 inh	miR-122 sensor
O=C(c1ccccc1F)N1C[C@@H]2[C@H](c3ccccc31)[C@H](CO)N2CC1CCCCC1	.	26	10	15	0	-8	.	-4[16.7 µM]
C=CCO/N=C/C1=C(O)C(C(=O)OC)C(C)(C)CC1=O (centres undefined)	-2	1	0	1	.	2	-1	.
O=C1CC(c2cccc(Br)c2)C2=C(COC2=O)N1 (centres undefined)	10	1	-1	20	.	.	-2	.
Cn1c(=O)c2c(nc(Sc3ncnn3CC(=O)NC(C)(C)C)n2C)n(C)c1=O	.	-2	10	26	-2	-7	-2	-1
O=C(C[C@@H]1CC[C@H](NC(=O)Nc2cc(F)ccc2F)[C@@H](CO)O1)NCc1ccc2c(c1)OCO2	-9	-3	-10	-10	0	-7	2	-9[16.7 µM]
CCN(C[C@H]1N[C@H](CO)[C@@H]1c1ccc(-c2ccc(F)cc2)cc1)C(=O)COC	-9	-11	-1	-5	11	-7	2	17[16.7 µM]
C[C@H](CO)N1C[C@H](C)[C@@H](CN(C)C(=O)Nc2ccc3c(c2)OCO3)Oc2ccc(NC(=O)CCCCCC(=O)Nc3ccccc3N)cc2C1=O	.	-30	-12	3	.	1	-1	.
NS(=O)(=O)c1ccc(CCN2C(=O)/C(=C\c3ccc(Cl)cc3)SC2=S)cc1	3	112*	.	12	0	.	.	-13
C[C@@H]1CCCCO[C@@H](CN(C)C(=O)NC2CCCCC2)[C@H](C)CN([C@H](C)CO)C(=O)c2cc(NS(=O)(=O)c3ccc(Cl)cc3)ccc2O1	4	90*	13	9	45	4	1	-17[16.7 µM]
C[C@@H]1O[C@@H](OC[C@@H]2O[C@H](Oc3c(-c4ccc(O)cc4)oc4cc(O)cc(O)c4c3=O)[C@@H](O)[C@H](O)[C@H]2O)[C@H](O)[C@H](O)[C@H]1O	-1	4	6	-8	1	.	8	.
O=C(N/C=C/c1ccco1)OCc1ccccc1	-4	-11	0	-13	-1	-3	3	0
CN1CCN(c2ncnc3c2ncn3[C@H]2CN(Cc3ccccc3)C[C@@H](CO)O2)CC1	-11	1	-2	-23	-1	-13	-3	0
CCOc1cc(N2CCOCC2)c(OCC)cc1NC(=O)COC(=O)CCOc1ccc(C)cc1	3	11	-2	8	0	-15	4	.
O=C(Nc1ccc(N2CCOCC2)c(Cl)c1)c1ccccc1Cl	-2	-81	-89	-51	.	2	2	.
Cc1cccc(Nc2nc(N)c([N+](=O)[O-])c(N3CCOCC3)n2)c1	11	-13	7	-11	-7	.	0	-16
CC1(C)CC(=O)C=C(NCCCN2CCCC2=O)C1	10	.	.	.	-1	-11	.	-7
O=C(Cc1ccc(S(=O)(=O)N2CCOCC2)s1)NCCOc1ccccc1F	4	13	0	2	.	.	2	.
CC(CN1CCOCC1)OC(=O)c1ccccc1Cl (centres undefined)	1	19	1	14	10	0	-1	-5
C[C@H]1CN([C@@H](C)CO)S(=O)(=O)c2ccc(C3=CCCC3)cc2O[C@H]1CN(C)C(=O)c1ccccn1	.	.	1	-16	-3	-7	1	3[16.7 µM]
CCCC(=O)NCc1cc(-c2nn(C)c(=O)c3ccccc23)ccc1OC	0	24	14	-44	-2	-1	3	1
COC(=O)c1cc2c(c3c4cc(OC)ccc4n(S(=O)(=O)c4ccc(C)cc4)c13)C(=O)N(C)C2	1	10	16	-6	.	.	1	.
